# Bioassay records from PubChem.
# Shiga toxin inh: Shiga toxin inhibition; Vero cells, Shiga toxin protein synthesis inhibition reporter; inhibition, % at 38.7 µM; 290,000 compounds, 9.2% hits; in the data active means inhibition mostly above about 28%, no sharp cut-off; inactive means mostly below about 43%; further: 0% is about no effect
# HCMV antiviral: blocks human cytomegalovirus replication | 410,000 compounds, 4.5% hits | activity change, negative = inhibition, % at 57.5 µM | HFF cells, HCMV-luciferase reporter, 72 h; hits give low values; in the data active means activity change below about -60%; inconclusive means no clear call, values can overlap the other calls; inactive means above about -39%; further: on the % scale 0 is the no-effect control and ±100 the full control effect
#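 Two compound doses tested in HFFs infected with HCMV-luciferase, MOI 1 PFU/cell, 72 h at 37C. Lysate luminescence read with OneGlo; data normalized against buffer-only and 10uM Salinomycin inhibitor controls.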
# AMA1-RON2 inh: AMA1-RON2 (P. falciparum) interaction inhibition; AlphaScreen AMA1-biotinylated RON2 peptide binding; Potency, µM (titrated, usually from 58.2 µM), without a hit: top-dose activity change, negative = inhibition, actives largely listed as inhibitors; 360,000 compounds, 0.2% hits;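 further: potency means the concentration at half of the fitted maximal effect; 0% = vehicle wells and -100% = peptide control; nearly all actives have a fitted effect of over 45% in size; some results filed as inactive show a strong effect at the top dose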
#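 AMA1 (3D7) with his tag at 25 nM final met compounds first, then biotinylated RON2 peptide at 25 nM; detection used donor plus acceptor beads, 10 µg/mL apiece, read by AlphaScreen after 30 min at room temperature.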
# FBPA Giardia inh: blocks Giardia fructose-bisphosphate aldolase activity. A8B2U2. purified Giardia FBPA. Potency, µM (top dose mostly 59.6 µM), without a hit: at the top dose activity, negative = inhibition, actives largely listed as inhibitors. 290,000 compounds, 0.71% hits. AID 2451; further: potency means the concentration at half of the fitted maximal effect; on the % scale 0 is the no-effect control and ±100 the full control effect; nearly all actives have a fitted effect of over 55% in size
# Target sequence (A8B2U2 whole entry, looked up): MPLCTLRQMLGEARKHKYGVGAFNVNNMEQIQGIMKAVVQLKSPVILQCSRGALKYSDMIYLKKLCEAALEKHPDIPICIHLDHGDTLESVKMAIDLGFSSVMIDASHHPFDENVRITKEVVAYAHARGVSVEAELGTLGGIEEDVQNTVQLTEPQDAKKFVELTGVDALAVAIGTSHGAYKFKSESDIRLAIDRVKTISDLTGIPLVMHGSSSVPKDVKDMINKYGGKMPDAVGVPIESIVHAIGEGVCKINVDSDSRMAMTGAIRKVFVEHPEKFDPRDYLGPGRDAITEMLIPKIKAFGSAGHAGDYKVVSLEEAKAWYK
#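 40 nM FBPA preincubated 10 min at RT with compound (up to 57.5 uM final), then substrate plus GAPDH/TPI/NAD/arsenate coupling and diaphorase/resazurin added. Fluorescence read after 20 min at RT, 525/598 nm.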
# AmpC no deterg: inhibitors of E. coli AmpC beta-lactamase without detergent; Potency, µM (highest dose often 57.1 µM), for inactives: top-dose activity change, negative = inhibition, actives largely listed as inhibitors; P00811; 330,000 compounds, 0.52% hits; AmpC nitrocefin hydrolysis, absorbance 480 nm, 0.0001% Triton;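 further: potency means the concentration at half of the fitted maximal effect; plate controls were no compound for no effect and no enzyme for full effect; nearly all actives have a fitted effect of over 20% in size; some results filed as inactive show a strong effect at the top dose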
# Target sequence (P00811 whole entry, looked up): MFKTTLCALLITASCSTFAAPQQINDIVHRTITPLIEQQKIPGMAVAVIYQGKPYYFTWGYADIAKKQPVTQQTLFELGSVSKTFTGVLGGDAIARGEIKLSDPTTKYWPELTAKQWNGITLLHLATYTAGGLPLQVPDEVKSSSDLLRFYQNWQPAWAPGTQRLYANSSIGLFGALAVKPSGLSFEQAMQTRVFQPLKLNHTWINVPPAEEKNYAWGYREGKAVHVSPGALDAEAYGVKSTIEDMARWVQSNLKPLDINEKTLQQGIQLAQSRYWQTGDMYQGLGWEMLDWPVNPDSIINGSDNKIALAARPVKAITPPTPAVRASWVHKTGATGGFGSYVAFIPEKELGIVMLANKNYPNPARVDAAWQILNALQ
#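 20 mM phosphate pH 7.0 + 0.01% (detergent screen) or 0.0001% Triton X-100; 5.3 nM AmpC reagent; cpd preinc 15 min RT; nitrocefin (800 uM stock) to start; A480 q20 s × 4 min; Activity was normalised to no-enzyme and no-compound control wells.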
# AmpC inh detg: AmpC beta-lactamase inhibition with detergent present | AmpC hydrolysis of nitrocefin, absorbance 480 nm, 0.01% Triton | Potency, µM (titrated, usually from 114 µM), inactives show at the top dose activity change, negative = inhibition, usual class: inhibitors | 370,000 compounds, 0.041% hits | AID 485294;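 further: potency means the concentration at half of the fitted maximal effect; 0% = no-compound wells and -100% = no-enzyme wells; nearly all actives have a fitted effect of over 25% in size; some results filed as inactive show a strong effect at the top dose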
#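 20 mM phosphate pH 7.0 + 0.01% (detergent screen) or 0.0001% Triton X-100; 5.3 nM AmpC reagent; cpd preinc 15 min RT; nitrocefin (800 uM stock) to start; A480 q20 s × 4 min; Activity was normalised to no-enzyme and no-compound control wells.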
# CHX counter: counter-screen for Shiga toxin inhibitors: cycloheximide protein synthesis inhibition; cell reporter, cycloheximide protein synthesis inhibition counterscreen; max response, %; 300,000 compounds, 12% hits; in the data active means max response mostly above about 13%, no sharp cut-off; inactive means mostly below about 14%; further: read at 38.3 µM for the half of the compounds with a filed dose; 0% is about no effect
# Starred values were filed as active, the others as inactive; ? = inconclusive; . = not tested or not shown; [ ] = remark or other dose. Unless noted, the call rests on the fitted dose curve; in most records, active means well fitted curve in the direction sought with a large enough effect; inconclusive means small, poorly fitted or top-dose-only effect, or another doubt; inactive means no such curve, though single readings can be large; an effect the other way counts as inactive or inconclusive.
# Values in the order: Shiga toxin inh	HCMV antiviral	AMA1-RON2 inh	FBPA Giardia inh	AmpC no deterg	AmpC inh detg	CHX counter
CCCCn1c(O)c(C=NCCCN(CC)CC)c(=O)[nH]c1=O
    -17.0	-13.3	5.8%	7.4%	-14.0%	?	-6.0
CSc1ncccc1C(=O)Nc1ccc(S(=O)(=O)N2CCCC2)cc1
    .	18.9	2.4%	.	-25.4%	-4.4%	.
Cc1c(/C=N/Nc2ccc(C(=O)O)cc2)c2ccccc2n1C
    13.5	12.2	-6.7%	-8.8%	-56.3%	-3.4%	42.4*
CN(C)c1ccc(C2(c3ccc(N(C)C)cc3)OC(=O)c3cc(N)ccc32)cc1
    -7.0	13.8	?	12.4%	1.4%	4.1%	-4.2
C=CCn1c(SCCOc2ccc(OC)cc2)nnc1C(CO)NC(=O)c1ccc(OC)cc1 (stereo not given)
    -14.2	-12.5	15.8%	4.9%	111.7%[activator]	3.2%	-2.0
CC(NC(=O)N1CCN(c2ccccc2F)CC1)c1ccc(F)c(F)c1 (stereo not given)
    -9.2	-27.5	0.9%	3.8%	28.9%	-2.2%	3.6
S=c1[nH]nc(-c2cccs2)n1Cc1ccccc1
    -1.2	-21.4	87.7%[activator]	-0.3%	-21.6%	0.2%	-2.5
Cc1cc(=O)[nH]c(N/N=C/c2ccc3c(c2)OCCO3)n1
    44.5*	48.5	61.3%[activator]	-11.7%	-9.1%	-14.9%	38.7
CCCCNc1c(N)n(CCCC)c(=O)[nH]c1=O
    -15.7	.	.	-7.1%	-15.4%	-14.0%	-0.3
O=C(O)c1nn(CCOc2ccc(Br)cc2)c(=O)c2ccccc12
    -2.4	71.6	-8.8%	14.3%	-23.9%	-5.0%	-1.0
COc1ccc(C2CC(=O)C3=C(C2)NC(C)=C(C#N)C3c2ccc(N(C)C)cc2)cc1 (stereo not given)
    -8.2	2.5	-10.3%	-22.0%	13.3%	7.8%	17.7
O=C(COC(=O)c1ccccn1)Nc1cccc2ccccc12
    -15.8	-11.3	-1.7%	2.2%	-6.4%	3.1%	-1.9
Cc1coc2cc3oc(=O)c(CC(=O)N[C@@H](CC(C)C)C(=O)O)c(C)c3cc12
    -2.7	33.2	2.8%	3.0%	-14.4%	-1.4%	-4.4
O=C(Nc1cccc(N=Cc2cc(Cl)cc(Br)c2O)c1)c1ccco1
    -8.6	-13.5	5.7%	?	?	-12.0%	-1.2
COc1ccc(C(=O)Nc2ccc([N+](=O)[O-])cn2)cc1OC
    -26.4	17.0	15.9%	2.8%	-20.9%	?	16.1
CCc1ccccc1NC1c2ccccc2C(=O)N1c1cccnc1 (stereo not given)
    -5.3	18.0	-3.1%	11.8%	12.1%	-1.5%	1.6
O=C(COC(=O)CCC(NC(=O)OCc1ccccc1)C(=O)OCC(=O)Nc1ccccc1)Nc1ccccc1 (stereo not given)
    -11.8	38.9	6.6%	-4.2%	-20.6%	-1.7%	-3.2
O=C(CN(C(=O)c1csnn1)c1ccc2c(c1)OCCO2)NCc1ccc(F)cc1
    39.6	2.8	3.9%	-11.0%	-11.1%	-12.4%	1.0
CCN(CC)CCN(C(=O)CCS(=O)(=O)c1ccccc1)c1nc2cc(OC)c(OC)cc2s1
    13.7	7.1	40.7%[activator]	?	46.2%	3.6%	3.5
O=C1NNC(=O)C2C3C=CC(C4CC34)C12 (stereo not given)
    7.1	19.1	4.3%	-0.6%	-9.4%	1.2%	0.7
CCCCN(C(=O)C1CCCC1)c1c(N)n(CC(C)C)c(=O)[nH]c1=O
    .	0.0	13.9%	.	-18.6%	-1.5%	.
CCN(C[C@H]1N[C@@](Cc2ccccc2)(C(=O)OC)[C@H]2C(=O)N(C)C(=O)[C@@H]12)S(=O)(=O)c1ccc(OC)cc1
    .	18.7	-0.7%	.	68.1%[activator]	.	.
O=C(O)c1ccc(CNC(=S)Nc2ccccc2)cc1
    15.0	-10.6	-18.0%	-8.6%	-20.3%	3.0%	11.7
COc1ccccc1CNC(=O)COC(=O)CSc1ccc(F)cc1
    .	5.1	-7.0%	.	-0.5%	-15.3%	.
CC1(C)NCCN2C(=O)CSC21 (stereo not given)
    -6.6	10.2	-19.0%	-20.3%	-12.6%	7.9%	3.2
Cc1ccc(NC(=O)C2=CCN(S(=O)(=O)c3ccc(F)cc3)CC2)cc1
    -19.6	10.6	8.9%	-2.4%	-25.2%	?	2.1
CC(C)=CCC/C(C)=C/CCC(C)NCCN1CCNCC1 (stereo not given)
    -5.8	.	.	1.9%	58.7%	?	-3.6
C=CCOc1ccc2c(=O)n(C)c3ccccc3c2c1
    7.5	.	.	-9.0%	.	.	8.6
CSCCC(NC(=O)c1ccccc1Cl)C(=O)N1CCN(C(C)=O)CC1 (stereo not given)
    .	76.2	0.9%[11.6 µM]	.	-15.7%	?	.
O=C(CN1CCN(C(=O)c2ccco2)CC1)N1CCc2[nH]c3ccccc3c2C1
    -5.4	.	-11.3%	?	8.9%	6.9%	-0.7

# (more compounds)
# Values in the order: Shiga toxin inh	HCMV antiviral	AMA1-RON2 inh	FBPA Giardia inh	AmpC no deterg	AmpC inh detg	CHX counter
CSc1ccc(CN(C)CC(=O)Nc2ccc(NC(C)=O)cc2)cc1
    -11.5	?	-19.7%	3.4%	-6.6%	-2.4%	-3.3
CN1C(=O)C(=Cc2ccc(OCCN(C)c3ccccn3)cc2)C(=O)N(C)C1=O
    37.1	-22.0	-17.6%	-0.5%	-9.8%	?	21.4*
O=[N+]([O-])c1cccc(/C=C/c2nc[nH]c2[N+](=O)[O-])c1
    -1.3	-21.2	7.9%	-7.4%	-8.3%	-8.7%	-2.9
CCC1OC2(C)C(O)C(/C=C/C=C/C=C/c3oc(=O)cc(OC)c3C)OC1(C)C2OC(C)=O (stereo not given)
    12.6	.	.	-0.5%	.	.	-6.4
CCCCC1(c2ccc(F)cc2)NC(=O)N(CC(=O)N2CCN(C(=O)c3ccco3)CC2)C1=O (stereo not given)
    -12.0	-0.7	-1.6%	1.4%	80.4%[activator]	-2.6%	3.7
OCC1(CCc2ccccc2)CCN(Cc2ccccc2Cl)CC1
    -14.3	-13.1	-4.2%	1.2%	52.6%	-9.4%	-1.2
O=[N+]([O-])c1ccc2n[nH]nc2c1
    -13.9	17.6	-9.1%	-0.2%	-2.6%	2.8%	0.5
Cc1ccc(C(=O)Nc2nc(-c3ccccn3)cs2)cc1S(=O)(=O)N1CCOCC1
    .	-97.2*	-58.4%	.	40.9%	-9.6%	.
O=c1c2ccccc2nc(/C=C/c2ccc(O)c(O)c2)n1-c1ccccc1
    9.6	77.7	17.8%	-27.1%	-51.8%	-0.9%	7.2
COc1ccc(NC(=O)c2ccc3c(c2)C(=O)N(Cc2cccnc2)C3=O)cc1
    -3.6	-17.2	-3.2%	3.4%	-12.7%	?	-3.2
O=C(CCC(=O)c1cccs1)NCc1ccccc1Cl
    .	6.1	1.8%	.	-23.4%	.	.
O=c1c[n+]([O-])c2ccccc2n1OCc1ccccn1
    -5.0	-3.3	16.3%	-6.5%	-11.3%	-6.1%	1.1
COc1cc(C(C)=O)ccc1OCC(O)CN1CCN(c2ccccn2)CC1 (stereo not given)
    -14.1	21.7	-1.4%	4.7%	-9.1%	-18.0%	1.9
Cc1ccc(NC(=O)Cc2nc(-c3c[nH]c(C(=O)N4CCCC4)c3)cs2)c(C)c1
    .	-7.4	3.7%	.	5.1%	-3.1%	.
CC(C)CN(C(=O)COC(=O)c1c(Cl)ccc(Cl)c1Cl)C1CCS(=O)(=O)C1 (stereo not given)
    -5.1	-21.3	-9.9%	0.3%	95.1%[activator]	1.1%	-2.7
COC(=O)c1sc2ncccc2c1OCc1ccc(Cl)cc1Cl
    6.7	4.6	?	-0.5%	12.3%	-10.8%	4.4
O=C1c2ccccc2-c2cccc(C(=O)N3CCN(C(=O)c4ccccc4)CC3)c21
    -5.9	-39.6	-1.6%	4.2%	77.7%[activator]	-4.9%	-5.6
CC1=NN(C(=O)Cc2ccc([N+](=O)[O-])cc2)C(O)(c2ccccc2)C1 (stereo not given)
    -9.9	8.6	17.6%	4.8%	-8.1%	1.5%	-1.3
O=C(CCCCCC(=O)N(CCO)CCO)N(CCO)CCO
    -3.1	-39.0	-15.7%	-6.6%	-10.5%	-7.2%	-0.8
CCOc1ccc(-n2c(=O)c3c4c(sc3n(CC(=O)NCC3CCCO3)c2=O)CCCC4)cc1 (stereo not given)
    -15.9	-35.8	-3.7%	2.3%	0.7%	2.0%	-1.7
COc1ccc(N2C(=O)N(Cc3cccc(F)c3)c3ccccc3S2(=O)=O)cc1
    -7.4	.	.	0.3%	-9.9%	?	0.4
COC(=O)c1ccccc1NC(=O)C1CCCC1
    -28.4	12.5	-3.5%	7.1%	-3.2%	-6.3%	5.6
COc1ccc(S(=O)(=O)Nc2cccnc2)c(C)c1C
    -4.6	16.7	-9.6%	-5.0%	-8.8%	?	-2.3
COC(=O)C1=C(C)N(CCCC(=O)O)C(=O)NC1c1ccc(C(F)(F)F)cc1 (stereo not given)
    -7.1	.	-6.3%	13.0%	-18.0%	5.2%	1.0
O=C1CC(c2ccccc2)CC(=O)N1c1ccccc1
    -9.3	-12.6	-2.0%	5.6%	-9.1%	-3.5%	-1.1
COc1cc(C(=O)NCCOc2ccc(Cl)cc2)ccc1OCc1c(C)noc1C
    .	-19.2	-1.0%	.	-15.8%	2.0%	.
CCNC(=O)O/N=C(\C)c1sc(-c2ccccc2)nc1C
    61.0*	62.7	5.0%	-6.4%	147.2%[activator]	-3.8%	38.8*
